Compound activity from PubChem BioAssay.
All columns: NCI-60 one-dose screen, growth in % after 48 h at 10 µM unless noted; 100 = growth as untreated, 0 = no growth, -100 = all killed.
SK-OV-3: SK-OV-3 ovarian cancer cells | actives 3.2% (n = 80,000)
IGROV1: IGROV1 ovarian cancer; actives 4.7% (n = 79,000); AID 1794786
OVCAR-5: OVCAR-5 ovarian cancer; actives 2.9% (n = 82,000)
TK-10: TK-10 renal cancer cells | actives 3.9% (n = 81,000)
UO-31: UO-31 renal cancer. actives 5.2% (n = 81,000)
786-0: 786-0 renal cancer cells; actives 5.1% (n = 81,000)
SN12C: SN12C renal cancer cells; actives 3.8% (n = 81,000)
OVCAR-4: OVCAR-4 ovarian cancer cells; actives 3.7% (n = 80,000)
* hit, by the source's call; nt = not tested or not shown; & = joins results of further samples; ! = not active in a repeat; [ ] = remark or other dose. How the source made its calls: active means growth percent below 10; inactive means the rest.

nr	Molecule	SK-OV-3	IGROV1	OVCAR-5	TK-10
1	CCCN1C(=O)/C(=c2\sc3n(c2=O)C2C(NN=3)N(CC)C(=O)N2CC)c2ccccc21 (stereo not given)	43.7	16.0	27.5	73.9
2	COc1cc2c(cc1OC)C(c1c(-c3c(Cl)cccc3Cl)noc1C)=NCC2	98.0	nt	110.3	111.3
3	COc1cc2cc(Oc3ccc(NC(=O)c4cccc(C(F)(F)F)c4)cc3)c(C)nc2cc1OCCN(C)C	108.4	93.2	103.0	98.0
4	CC(=O)[C@H]1CC[C@H]2[C@@H]3CCC4=CC(=O)CC[C@]4(C)[C@H]3C=C[C@]12C	103.8	91.3	92.0	75.4
5	COc1cc(O)cc(C)c1C(=O)O[C@@H]1[C@@H](CO)OC(n2ccc(=O)n(C)c2=O)[C@@H]1OC(C)=O (stereo not given in full)	94.2	108.5	92.5	90.2
6	O=C(CCN1CCCCC1)c1ccc2ccccc2c1	105.3	103.6	117.0	94.5
7	O=C(O)c1cn(C2CC2)c2cc(N3CCN(C(=O)CSc4nnc(-c5ccc(Cl)cc5)o4)CC3)c(F)cc2c1=O	94.9	107.6	107.4	96.7
8	Fc1ccc(-n2cc(-c3ccccc3)c3c2ncn2nc(-c4ccc(Cl)cc4)nc32)cc1	106.4	88.7	116.0	146.7
9	CC(C)C(NC(=O)CCOCCOCCOCCOc1cccc2c1C(=O)N(C1CCC(=O)NC1=O)C2=O)C(=O)N1CCN(c2cc(-c3ccccc3O)nnc2N)CC1 (stereo not given)	103.0[1 µM]	106.4[1 µM]	89.6[1 µM]	109.9[1 µM]
10	Clc1nc2ccccc2cc1Cn1nnc(Cc2ccccc2)n1	57.4	50.9	104.2	60.9

nr	UO-31	786-0	SN12C	OVCAR-4
1	33.6	36.5	23.1	48.8
2	83.6	96.5	98.2	95.3
3	84.0	60.1	84.1	80.5
4	80.6	99.8	93.0	81.7
5	81.7	98.4	91.5	97.5
6	77.1	110.7	96.7	113.9
7	89.4	94.0	90.4	114.4
8	78.4	108.5	105.4	87.1
9	95.3[1 µM]	98.5[1 µM]	94.5[1 µM]	107.0[1 µM]
10	-81.0*	72.9	70.3	29.7

New compounds follow.
nr	Molecule	SK-OV-3	IGROV1	OVCAR-5	TK-10
11	COC1OC(CNC(=O)N(C)N=O)C(O)C(O)C1O (stereo not given)	106.2	103.4	114.7	102.6
12	O=C(O)CNC(=O)c1nc(-c2ccccc2)n(-c2ccc(Cl)cc2)n1	102.9	102.2	113.1	103.6
13	CCC(c1ccc(O)cc1)C(CC)c1ccc(OC)cc1 (stereo not given)	nt	nt	115.0	131.9
14	N#CC1C(C#N)C(C(=O)c2ccc(Br)cc2)N2c3ccccc3C=CC12 (stereo not given)	79.4	39.7	55.2	105.8
15	CC(C)N1CCC(CC(O)(c2ccccc2)c2ccccc2)C1 (stereo not given)	108.1	128.1	93.0	86.1
16	CCOC(=O)C1=C(Nc2ccc(Br)cc2)C(=O)N(CC)C1	101.6	93.1	91.0	100.6
17	CN(C)C(=O)c1ccccc1	102.3	96.7	101.2	105.0
18	NS(=O)(=O)c1ccc(Nc2nc(Nc3ccccc3)nc3n[nH]c(=S)n23)cc1	99.7	99.6	102.7	89.2
19	COC(=O)c1c(Nc2ncnc(Nc3cc(OC)c(OC)c(OC)c3)n2)ccc2c1OCCO2	102.3	105.5	90.2	108.6
20	CS(=O)(=O)c1ccc(Nc2nc(N[C@H]3CCCC[C@H]3N)nc3cc[nH]c(=O)c23)cc1	32.8	1.3*	-6.5*	44.6

nr	UO-31	786-0	SN12C	OVCAR-4
11	94.1	97.1	106.6	107.2
12	91.6	95.8	101.9	107.6
13	87.3	101.4	121.2	100.8
14	48.0	nt	76.1	43.7
15	93.8	93.4	108.3	106.7
16	84.1	91.4	86.0	93.7
17	98.7	105.0	104.7	108.9
18	93.6	97.7	98.2	101.8
19	94.0	97.4	99.6	97.9
20	108.4	22.5	3.8*	-3.9*

The list goes on.
nr	Molecule	SK-OV-3	IGROV1	OVCAR-5	TK-10
21	COc1ccc2nc(-n3c(=O)c4cccnc4n(-c4cc(OC)c(OC)c(OC)c4)c3=O)sc2c1	121.6	111.4	110.2	111.8
22	O=C(O)CC1C=CCCC1 (stereo not given)	99.8	101.9	97.6	93.5
23	CCOc1cccc(/C=C2\NC(=S)N(c3ccccc3)C2=O)c1O	95.5	39.2	109.0	150.6
24	COc1ccc(CCc2ccccn2)cc1	115.5	102.3	106.4	88.0
25	CCN(CCO)C(=O)c1cc([N+](=O)[O-])cc([N+](=O)[O-])c1	114.6	106.4	107.7	92.6
26	O=C(OCc1ccc(Cl)cc1Cl)OCc1ccc(Cl)cc1Cl	105.3	105.8	97.8	104.8
27	C=C1C(=O)O[C@H]2[C@H]1CC/C(COC(=O)NCC(=O)Nc1ccc(OC)c(C(N)=O)c1O)=C\CC[C@@]1(C)O[C@@H]21	100.0	21.6	102.0	47.2
28	CO[C@H]1NC(=O)N(S(=O)(=O)c2ccc(Cl)cc2)[C@@H]1OC	102.4	123.9	110.9	103.3
29	COc1ccc2c(c1)C(Br)=C(CCO)C2c1ccccc1 (stereo not given)	78.1	83.5	78.0	67.0
30	COc1ccc(/C=C2/SC(=Nc3c(C)nn(-c4ccccc4)c3N)NC2=O)cc1	54.2	27.2	76.2	71.6

nr	UO-31	786-0	SN12C	OVCAR-4
21	101.5	100.5	103.1	117.6
22	76.0	99.8	95.0	115.5
23	81.9	95.2	94.7	77.9
24	99.5	91.9	99.6	116.2
25	87.0	96.8	103.8	113.3
26	97.2	102.1	99.9	100.2
27	82.7	58.7	37.9	68.3
28	88.0	103.3	102.4	107.7
29	62.4	85.4	99.2	87.3
30	32.8	40.5	67.9	51.9

(more compounds)
nr	Molecule	SK-OV-3	IGROV1	OVCAR-5	TK-10
31	Clc1cccc(Cl)n1	114.0	119.1	99.9	100.4
32	COc1ccc(N2C(=O)c3ccc4c(ccn4S(=O)(=O)c4ccc(C)cc4)c3C2=O)cc1	72.7	97.7	102.7	90.6
33	O=Cn1nc(-c2ccc(Br)cc2)cc1-c1ccccn1	103.0	106.4	99.9	nt
34	CCCn1cnc2c(SC(C)C)nc(N)nc21	108.1	95.9	107.5	87.7
35	COc1ccc(N(C)c2cc(C#N)nc3ccccc23)cc1/C=C/C(=O)NO	-22.7*	-57.4*	-46.2*	23.7
36	COc1ccc(NC(=O)N=c2oc3ccccc3cc2-c2cc3ccccc3[nH]2)cc1	102.5	59.3	100.2	143.7
37	O=C1C=C[C@H](O)[C@@]2(CO)O[C@@H]12	115.1	27.6	125.6	109.3
38	Cc1ccc2c(C3NNC(=S)N3)cc(=O)oc2c1C (stereo not given)	105.3	96.7	107.7	103.6
39	CCC(=O)OCCCOCCCOc1ccccc1	106.2	99.6	98.5	100.0
40	O=C(O)CCN1C(=O)/C(=C/c2cc3cc4c(cc3nc2Cl)OCO4)SC1=S	114.0	102.8	112.4	142.9

nr	UO-31	786-0	SN12C	OVCAR-4
31	95.6	100.4	104.4	122.1
32	77.2	88.0	95.7	85.1
33	93.0	99.9	101.5	92.3
34	97.7	101.6	95.6	97.5
35	-55.3*	-9.5*	-51.4*	7.4*
36	65.0	94.4	86.4	82.1
37	48.1	102.0	88.7	90.0
38	78.4	93.8	99.1	108.9
39	94.0	105.9	99.3	106.6
40	75.6	104.0	87.9	89.7

Continuation.
nr	Molecule	SK-OV-3	IGROV1	OVCAR-5	TK-10
41	CN(C)C(CN)c1ccccc1 (stereo not given)	112.3	111.9	103.6	106.6
42	O=C1Nc2ccccc2/C1=N/N=C/c1sc2ccccc2c1Br	nt	75.7	101.7	129.0
43	CNC(=O)Nc1ccc(-c2ccc3ncnc(Nc4cccc(Cl)c4)c3c2)cc1	19.3	12.3	55.1	-3.7*
44	CC(C)(C)c1cc(C(=O)Nc2ccc(C(=O)NCCN)cc2)cc(C(C)(C)C)c1	nt	52.9	49.3	90.9
45	CC(=O)OC1CCCCC1C1CCCCC1 (stereo not given)	nt	103.2	92.0	139.8
46	O=C(CNc1ccccc1)Cn1cc(COc2ccc(C=Nc3cnc4ccccc4c3)cc2)nn1	105.2	116.5	106.5	110.5
47	O=C(CSc1nc(-c2ccc(Cl)cc2)cn1-c1ccc(Cl)cc1)c1ccc(-c2ccccc2)cc1	91.5	98.8	96.7	88.7
48	C1OC1CN1CCC(C2CCN(CC3CO3)CC2)CC1 (stereo not given)	93.5	nt	106.2	104.3
49	Nc1ccc(C(=O)O)cc1	111.1	118.0	91.6	97.7
50	CC(=O)OC[C@]12CC[C@@H]([C@@H](C)C(=O)O)[C@@H]1[C@H]1CC[C@@H]3[C@@]4(C)CCCNC(C)(C)[C@@H]4CC[C@@]3(C)[C@]1(C)CC2	109.6	104.8	103.2	98.8

nr	UO-31	786-0	SN12C	OVCAR-4
41	90.3	94.1	99.3	117.9
42	65.6	101.6	96.0	88.0
43	46.5	71.4	62.3	69.7
44	69.5	32.2	12.8	62.3
45	83.7	94.9	99.8	119.6
46	90.6	100.6	102.1	106.9
47	90.0	93.9	90.7	56.4
48	52.3	96.0	81.9	95.5
49	88.8	106.9	89.9	nt
50	90.8	93.7	92.8	103.3

Records 40–50, quoted:
nr	Molecule	SK-OV-3	IGROV1	OVCAR-5	TK-10
40	O=C(O)CCN1C(=O)/C(=C/c2cc3cc4c(cc3nc2Cl)OCO4)SC1=S	114.0	102.8	112.4	142.9
41	CN(C)C(CN)c1ccccc1 (stereo not given)	112.3	111.9	103.6	106.6
42	O=C1Nc2ccccc2/C1=N/N=C/c1sc2ccccc2c1Br	nt	75.7	101.7	129.0
43	CNC(=O)Nc1ccc(-c2ccc3ncnc(Nc4cccc(Cl)c4)c3c2)cc1	19.3	12.3	55.1	-3.7*
44	CC(C)(C)c1cc(C(=O)Nc2ccc(C(=O)NCCN)cc2)cc(C(C)(C)C)c1	nt	52.9	49.3	90.9
45	CC(=O)OC1CCCCC1C1CCCCC1 (stereo not given)	nt	103.2	92.0	139.8
46	O=C(CNc1ccccc1)Cn1cc(COc2ccc(C=Nc3cnc4ccccc4c3)cc2)nn1	105.2	116.5	106.5	110.5
47	O=C(CSc1nc(-c2ccc(Cl)cc2)cn1-c1ccc(Cl)cc1)c1ccc(-c2ccccc2)cc1	91.5	98.8	96.7	88.7
48	C1OC1CN1CCC(C2CCN(CC3CO3)CC2)CC1 (stereo not given)	93.5	nt	106.2	104.3
49	Nc1ccc(C(=O)O)cc1	111.1	118.0	91.6	97.7
50	CC(=O)OC[C@]12CC[C@@H]([C@@H](C)C(=O)O)[C@@H]1[C@H]1CC[C@@H]3[C@@]4(C)CCCNC(C)(C)[C@@H]4CC[C@@]3(C)[C@]1(C)CC2	109.6	104.8	103.2	98.8

nr	UO-31	786-0	SN12C	OVCAR-4
40	75.6	104.0	87.9	89.7
41	90.3	94.1	99.3	117.9
42	65.6	101.6	96.0	88.0
43	46.5	71.4	62.3	69.7
44	69.5	32.2	12.8	62.3
45	83.7	94.9	99.8	119.6
46	90.6	100.6	102.1	106.9
47	90.0	93.9	90.7	56.4
48	52.3	96.0	81.9	95.5
49	88.8	106.9	89.9	nt
50	90.8	93.7	92.8	103.3

The list goes on:
nr	Molecule	SK-OV-3	IGROV1	OVCAR-5	TK-10
51	Cc1cc2c(cc1C)/C(=N/c1n[nH]c(=S)s1)C(=O)N2	176.7	92.4	104.8	99.4
52	COc1ccc(Nc2nn3c(-c4ccccc4)cc(-c4ccccc4)nc3c2C(=O)Nc2ccccc2)c(OC)c1	92.5	90.4	92.9	116.8
53	COc1ccc(C2C(C#N)(C#N)C2(C#N)C#N)cc1	106.5	87.7	101.8	85.4
54	CC1CCC2(C(=O)O)CCC3(C)C(=CCC4C5(C)CCC(O)C(C)(C)C5CCC43C)C2C1C (stereo not given)	103.5&91.6	104.8&96.7	-8.8*!	88.5&90.6
55	c1ccc(Cn2cc3c(c2-c2ccccc2)CCc2c(CN4CCOCC4)noc2-3)cc1	108.2	103.2	110.6	105.6
56	COCn1ccnc1C(=O)c1ccco1	107.9	102.6	100.6	94.1
57	CC1CCCCc2nc3c(c(=O)n21)CCCC3 (stereo not given)	115.4	111.1	111.6	108.0

nr	UO-31	786-0	SN12C	OVCAR-4
51	82.2	99.8	102.5	103.0
52	92.9	68.4	98.9	104.4
53	88.0	102.0	90.7	93.8
54	5.9*!	-31.3*!	99.7&79.3	84.2&59.3
55	75.8	96.5	101.3	89.2
56	97.4	94.1	100.9	104.9
57	100.2	102.2	102.1	114.4
